UBC9 SUMO inh = inhibitors of human SUMOylation (UBC9). HTRF SUMOylation assay, SAE1/SAE2 + UBC9, in vitro. inhibition, % at 35 µM. 0.36% of 290,000 active. P63279; in the data active = inhibition above about 50%, passing the limit was not always enough; note: strong numbers were not always called active
Target sequence (P63279 whole entry, looked up): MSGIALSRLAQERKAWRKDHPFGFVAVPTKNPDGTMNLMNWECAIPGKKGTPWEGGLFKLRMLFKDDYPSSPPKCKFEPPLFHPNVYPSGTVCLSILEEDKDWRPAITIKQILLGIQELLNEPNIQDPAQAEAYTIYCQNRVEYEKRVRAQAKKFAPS
FID counter = fluorescent intercalator displacement, NS3 helicase counter-screen; DNA fluorescent intercalator displacement, fluorescence; inhibition, % at 7.9 µM; 0.17% of 290,000 active; in the data active = inhibition above about 37%;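 note: 0% = vehicle and 100% = reference compound; higher means more ethidium bromide displaced from hairpin DNA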
IMP-1 inhibitor = blocks Pseudomonas aeruginosa IMP-1 metallo-beta-lactamase. 0.45% of 290,000 active. inhibition, % at 5.6 µM. purified IMP-1, nitrocefin hydrolysis, epi-absorbance fluorescence. AID 1556;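 active = inhibition above the mean plus 3 SD of all compounds in the same screening run, cut at about 4.5% in these data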;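 note: 0% = IMP-1 with DMSO and 100% = DMSO wells lacking enzyme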
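System: purified IMP-1 / Input: IMP-1 dispensed at 0.2 nM / Medium: 50 mM HEPES pH 7.1, 50 µM ZnSO4, 0.05% Brij 35 / Timing: 15 min enzyme–compound preincubation, then 25 min nitrocefin reaction, 25 °C / Technique: plate fluorescence quenching by hydrolysis product, ex 480/em 530 nm / Repeats: singlicate testing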
VIM-2 inh = inhibitors of Pseudomonas aeruginosa VIM-2 metallo-beta-lactamase. 0.89% of 290,000 active. purified VIM-2, nitrocefin hydrolysis, epi-absorbance fluorescence. inhibition, % at 5.6 µM;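 active = inhibition above the mean of all tested compounds plus 3 SD, cutoff set per screening run, cut at about 7.5% in these data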;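 note: red hydrolysis product quenches plate fluorescence so inhibitors raise well fluorescence; 0% = enzyme with DMSO and 100% = DMSO without enzyme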
IDE cell inh = inhibits human insulin-degrading enzyme in HEK cells | FAbetaB cleavage, fluorescence polarization | inhibition, % at 5.59 µM | 0.41% of 320,000 active;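 active = percent inhibition above the average of all tested compounds plus 3 SD, set per screening campaign, cut at about 16% in these data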;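 note: IDE supplied by intact live HEK cells; FP after avidin binding of uncleaved biotin substrate so inhibition keeps polarization high; 0% = DMSO wells and 100% = 60 µM reference IDE inhibitor Ii1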
p-CIP stab down = p/CIP protein destabilization; Q05BA5; F442A p/CIP-EGFP cells, EGFP fluorescence, 16 h; decrease of EGFP signal, % at 10 µM; 0.01% of 290,000 active; AID 1984;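 active = EGFP signal decrease of at least 30% at 10 µM or well 3 SD below plate mean, unless failing retest; inactive = the rest, including hits failing retest or dose response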; note: some compounds called inactive have numbers as strong as hits; many of its hits are not listed in these tables
HCV NS3 hel inh = inhibitors of Hepatitis C virus NS3 helicase; NS3 helicase DNA unwinding, Cy5 molecular beacon fluorescence; inhibition, % at 10.9 µM; 0.56% of 290,000 active; AID 1800;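 active = inhibition above the mean of all tested compounds plus 3 SD, set per campaign, cut at about 35% in these data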;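 note: 0% = DMSO wells and 100% = thioflavine S control wells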
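System: NS3 helicase fragment of HCV / Schedule: 1 h at 25 °C / Control set: DMSO alone as 0% and 110 µM thioflavine S as 100% / Reagent: Cy5/quencher beacon DNA duplex and ATP to start / Technique: Cy5 fluorescence / Replication: singlicate / Evaluation: % inhibition of end-to-start signal ratio versus controls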
IDE act = boosts human insulin-degrading enzyme activity in HEK cells | activation, % at 5.96 µM | FAbeta-B cleavage, fluorescence polarization; 0% vehicle, 100% cell-free pure enzyme wells | 0.073% of 340,000 active | P14735 | AID 493087;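 active = activation above the mean of all tested compounds plus 3 SD, set per screening campaign, cut at about 17% in these data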
PfM18AAP inh = blocks P. falciparum M18 aspartyl aminopeptidase; recombinant PfM18AAP, H-Glu-NHMec fluorogenic cleavage; inhibition, % at 7.35 µM; 1.2% of 290,000 active; AID 1822;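 active = inhibition above the campaign mean inhibition over all tested compounds plus 3 SD, cut at about 28% in these data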;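 note: 0% = plate median of test compound wells and 100% = 2 mM ZnCl2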
* hit, by the source's call; · = no result given. Rows are unselected, and some 3.6% of all compounds hit somewhere here.

SMILES	UBC9 SUMO inh	FID counter	IMP-1 inhibitor	VIM-2 inh	IDE cell inh	p-CIP stab down	HCV NS3 hel inh	IDE act	PfM18AAP inh
CCCCCc1c(C)c(C#N)c2nc3ccccc3n2c1-n1ccnc1C	-16.1	3.7	-2.2	-1.1	-2.0	-2.7	-1.1	-3.1	-7.5
Nc1nc(SCc2c(F)cccc2Cl)[nH]c(=O)c1-c1ccccc1	12.8	-4.2	-2.8	-3.6	-4.2	-2.8	-2.0	4.5	-10.8
Cc1nn(C(C)C(=O)N2CCOCC2)c(=O)c2nn(-c3ccccc3)c(C)c12 (stereo unspecified)	15.2	-15.8	-3.4	-1.8	-2.8	-11.0	-4.6	1.0	-2.3
CN(C)Cc1cn(CCC(=O)O)c2ccccc12	·	0.0	-2.0	0.8	1.8	·	4.3	5.1	5.7
Cn1c(=O)[nH]c(=O)c2c1nc1n2CC(O)CN1c1ccccc1 (stereo unspecified)	-4.3	-5.1	1.4	3.9	1.6	0.2	12.7	-2.0	10.9
Cc1nc(NC(=O)c2cnccn2)ccc1Br	-33.2	-6.9	-0.5	-1.9	·	-1.6	0.0	-1.2	5.2
Cc1ccc(S(=O)(=O)N(C)C)cc1-n1c(SCC(=O)Nc2ccc(F)c(F)c2F)nc2ccccc2c1=O	11.2	-1.9	-3.7	-1.2	-0.7	-10.4	-10.3	-3.7	-4.3
Cc1cc2cc(CNC(=O)CCC(=O)O)ccc2[nH]1	15.3	-2.9	-1.1	-1.1	1.6	-3.7	2.7	4.2	16.6
O=c1oc2ccccc2c(NC(c2ccccc2)c2ccccc2)c1[N+](=O)[O-]	-9.5	-6.3	-2.3	-3.4	3.2	2.4	4.0	3.9	2.3
CC(C)(C)[C@H]1C=C(C(N)=O)O[C@@H](OCc2ccc(CO)cc2)C1	18.3	-20.2	-1.3	-1.6	-1.1	5.3	-4.9	-1.3	-6.2
Cc1ccccc1NC(=O)c1nn(C)c2c1CS(=O)(=O)c1ccccc1-2	3.6	-17.4	-1.1	-2.0	-1.4	7.0	-1.2	-4.9	-1.1
CN(C)CC(=O)Nc1cc(C(F)(F)F)ccc1Cl	-14.4	4.4	0.0	0.9	1.6	9.7	4.4	-2.6	-0.9
CCOC(=O)/C(=C/c1ccc(Cl)cc1)NC(=O)c1ccco1	2.5	-7.3	-3.3	-2.7	1.6	-6.1	-1.4	-3.3	5.0
Cc1ccc(/C=C/C(=O)NC(=S)N2CCN(C)CC2)cc1	-5.1	0.4	-3.9	-3.4	-1.9	8.8	-14.8	-2.2	-2.1
CSC[C@H](NC(=O)COc1cc2c(c3oc(=O)c(C)c(C)c13)CCC(C)(C)O2)C(=O)O	23.3	-14.1	-1.4	28.4*	-0.8	7.1	10.0	1.9	-3.1
CCOc1ccccc1/C=N/NC(=O)CNC(=O)COc1ccccc1	4.5	-12.9	-1.8	-1.4	-0.3	5.9	-5.8	-15.9	-5.9
CC(=O)N1CCc2cc(S(=O)(=O)N3CC(C)CC(C)C3)ccc21 (stereo unspecified)	9.9	-23.7	-4.2	-2.8	3.7	-1.3	-2.9	5.3	-6.9
CCOc1ccccc1C(=O)N[C@H](C(=O)OCc1cc(=O)oc2cc(C)ccc12)C(C)C	-17.1	-3.6	-1.4	-0.7	1.5	7.4	3.4	0.4	-4.6
COc1ccc(C2=NOC3(CC(=O)N(c4ccc(F)cc4)C3=O)C2)cc1 (stereo unspecified)	5.4	-14.7	-2.7	-2.9	6.4	0.7	15.0	-2.4	-2.8
Cc1ccc(CNC(=O)c2nn(C)c3c2CS(=O)(=O)c2ccccc2-3)cc1	·	-11.7	-2.1	-1.6	6.3	-4.3	5.5	-2.9	-3.4
O=C(CCn1c(=S)[nH]c2ccccc2c1=O)Nc1cccc(Cl)c1	11.9	-5.1	-1.3	-2.7	-7.0	-14.5	-0.6	3.4	2.0
COc1ccc(O)c(C(=O)CC(=O)c2ccccc2)c1	19.8	-19.6	-2.4	-2.1	1.2	-17.0	-13.4	·	-1.3
Cc1nc(N2CCC(C)CC2)c2nnn(Cc3ccccc3)c2n1	-18.2	-6.3	-4.4	-3.4	2.7	12.2	2.7	-1.4	4.0
COCC1CCN(C(=O)c2cc(COc3ccc(OC)c4ccccc34)on2)C1 (stereo unspecified)	-19.4	-43.3	-1.0	2.4	0.2	4.7	-20.8	3.9	12.7
COc1cc(C2Oc3ccccc3C=C2[N+](=O)[O-])cc(OC)c1OC (stereo unspecified)	16.2	-8.6	-0.1	0.0	·	1.1	8.0	·	5.4
N#Cc1nc(Cc2cccc3ccccc23)oc1NCc1ccco1	10.8	-10.8	-1.3	-2.0	0.6	-2.9	-4.8	-6.8	4.4
CCN1CCN(C(=O)C2CCC(CNS(=O)(=O)c3ccc(NC(C)=O)cc3)CC2)CC1 (stereo unspecified)	7.3	-0.8	-1.1	-1.3	-3.6	1.1	0.3	-4.4	-9.4
Cc1cc(C)n(-c2ccc(C(=O)OCC(=O)c3ccc(Br)s3)cc2)n1	-22.4	-40.8	9.1*	4.3	-1.3	-4.6	50.4*	4.0	-8.4
Cc1ccc(/C=N/NC(=O)CCCOc2ccc(Cl)cc2Cl)cc1	-11.1	-9.7	-3.7	-1.3	5.1	-1.5	-6.9	-0.5	2.7
CN(C)c1ccc(-c2nc3ccccc3c(=O)[nH]2)cc1	29.0	-5.0	-0.1	-0.1	5.1	7.3	-1.1	4.0	-4.9
COc1ccc(C)cc1N/C(N)=N/c1nc(C)cc(C)n1	-10.6	-6.0	0.1	1.5	7.2	4.1	3.2	4.8	-4.1
COCCn1c(C)cc(/C=C2/SC(=O)N(C(C)C(=O)OC)C2=O)c1C (stereo unspecified)	1.2	-27.8	-1.4	-5.2	6.7	3.0	-7.4	-0.5	2.9
Cn1c(CNC(=O)CNC(=O)c2cccc(Cl)c2)cc(=O)n(C)c1=O	-5.5	-3.2	-1.0	0.9	1.5	-8.0	-2.3	-3.5	4.2
Cc1ccc(/C=C/S(=O)(=O)NCC(=O)OCC(=O)NCc2ccccc2)cc1	-5.1	-26.7	-1.4	-1.2	1.1	7.2	-1.4	3.0	1.6
O=C(Nc1cccc(F)c1)c1ccc2c(c1)OCCO2	1.7	-4.9	-4.2	-5.4	6.7	-12.3	7.0	-3.0	3.4
O=C(NCCCN1CCN(c2cccc(Cl)c2)CC1)c1ccc(N2CCCC2=O)cc1	16.3	-4.0	-3.0	-0.8	1.4	-11.9	-8.1	5.2	1.8
C=CCNC1=C(Cl)C(=O)c2ccccc2C1=O	9.1	7.8	0.0	1.5	3.5	-6.1	16.2	4.7	-1.8
O=C(O)CCNC(=O)/C(=C\c1ccco1)NC(=O)c1ccco1	8.4	-1.1	-1.4	-1.6	5.7	1.2	19.6	4.7	13.4
COc1cccc(-c2ccc(SCc3ccccn3)nn2)c1	3.3	-16.1	-2.0	0.7	-0.1	0.7	7.0	5.1	4.5
Cc1sc2ncnc(NCC(c3ccco3)N3CCCC3)c2c1C (stereo unspecified)	17.5	9.8	-0.6	10.6*	1.6	-12.9	-1.4	-9.9	-8.8
COC(=O)c1ccc(NC(=O)CN2CCN(c3ccccc3)CC2)cc1	3.2	-4.2	-0.4	-1.8	2.5	-8.7	-0.8	5.5	-3.4
CC(=O)Nc1ccc(S(=O)(=O)NNC(=O)CCc2ccccc2)cc1	-5.1	-10.2	-1.6	-3.8	5.1	-5.2	1.7	-0.7	5.9
Cc1ccc(C(=O)NCCCc2ccccc2)c(C)c1	23.4	-14.8	-0.9	0.0	5.7	-4.2	-1.3	7.0	4.9
Cc1oc(-c2cccc(Cl)c2)nc1CN1CCC(C(=O)NCC2CCCO2)CC1 (stereo unspecified)	-25.8	11.5	-3.9	-1.0	-5.7	7.6	-6.2	2.3	-12.1
CC1(C)Cc2c(sc3ncnc(N)c23)CO1	13.1	-0.5	0.6	-0.1	9.4	-6.2	15.0	6.3	13.6
O=C(CSc1n[nH]c(C2CCCC2)n1)NC1CCCC1	22.9	-3.4	-2.2	-3.9	3.3	2.4	5.3	1.2	-8.0
CN1CCN(C(=O)/C(=C/c2cccs2)NC(=O)c2ccco2)CC1	-3.6	-6.4	-1.5	-1.6	-2.7	1.1	1.4	4.7	8.0
CN(C)S(=O)(=O)c1cccc(-c2nn(-c3ccccc3)cc2/C=C(\C#N)c2nc3ccccc3[nH]2)c1	17.3	-7.7	0.1	-2.4	6.7	-3.1	-11.6	-2.3	1.0
COc1ccc(C(c2oc(CO)cc(=O)c2O)c2oc(CO)cc(=O)c2O)cc1OC	7.9	-3.8	-1.2	-1.3	-4.8	-4.3	-1.9	4.3	2.9
N#C/C=C(/c1ccc(F)cc1)N1CCOCC1	13.3	-3.8	-2.1	-1.9	-5.6	-8.7	40.5*	1.3	6.6
c1ccc2c(N3CCCCCC3)nc(-c3ccncc3)nc2c1	12.1	-18.1	-2.5	1.7	5.3	-5.9	3.2	-1.0	3.6
CC(=O)OC[C@H]1O[C@@H](Sc2cccc3cccnc23)[C@H](OC(C)=O)[C@@H](OC(C)=O)[C@@H]1OC(C)=O	7.3	-28.1	-3.5	1.1	2.3	0.2	-4.7	3.8	-0.7
Cc1ccc(NC(=O)CCS(=O)(=O)c2ccc3c(c2)NC(=O)C(C)S3)nc1 (stereo unspecified)	11.3	-22.7	-0.6	-0.3	2.5	0.2	-0.2	1.3	-5.0
CCOC(=O)c1nnc(-c2ccc(C)cc2)nc1Sc1cccc(Cl)c1	-12.2	1.4	-0.5	-1.0	-0.6	-8.3	1.5	-4.0	-2.9
O=C(COc1ccc(S(=O)(=O)N2CCOCC2)cc1)NCc1ccccc1	2.5	-13.6	-1.4	-0.5	4.4	-1.4	-6.2	-2.7	2.1
COc1ccccc1CCNC(=O)c1ccc(C)o1	4.6	-6.6	-2.3	-5.8	0.3	-7.4	0.5	3.0	5.2
COc1cccc(NC(=O)Nc2ccc3nsnc3c2)c1	14.7	5.7	-1.9	-1.8	3.2	4.3	6.8	-2.3	8.7
O=C(CC1Oc2ccccc2NC1=O)NCc1ccccc1 (stereo unspecified)	11.2	6.8	-1.8	-1.8	-0.3	-21.5	-3.5	1.7	3.8
O=C(NCCC1=CCCCC1)C(=O)NCC(c1ccco1)N1CCN(c2ccccc2F)CC1 (stereo unspecified)	-1.4	-6.0	-3.1	-1.5	-0.5	-11.1	-1.3	2.4	-2.9
COC(=O)c1ccc(NS(=O)(=O)NC(=O)c2cn(C)c3ccccc23)cc1	22.6	0.7	-2.1	-1.2	2.2	1.1	-4.6	-4.4	-1.4

Pulled one by one from the entries so far:
SMILES	UBC9 SUMO inh	FID counter	IMP-1 inhibitor	VIM-2 inh	IDE cell inh	p-CIP stab down	HCV NS3 hel inh	IDE act	PfM18AAP inh
COc1ccc(O)c(C(=O)CC(=O)c2ccccc2)c1	19.8	-19.6	-2.4	-2.1	1.2	-17.0	-13.4	·	-1.3
CCOc1ccccc1C(=O)N[C@H](C(=O)OCc1cc(=O)oc2cc(C)ccc12)C(C)C	-17.1	-3.6	-1.4	-0.7	1.5	7.4	3.4	0.4	-4.6
